Bioassay records deposited in PubChem by National Center for Advancing Translational Sciences (NCATS).
uPA surface inh: inhibitors of cell surface uPA generation; Potency, µM (series often up to 38.3 µM), inactives show at the top dose activity change, negative = inhibition, actives largely listed as inhibitors; 0.31% of 330,000 active; cell surface uPA generation assay, qHTS; AID 540303; active = well fitted inhibition curve with a large enough effect; inconclusive = small, poorly fitted or top-dose-only effect; inactive = no such curve, though single readings can be large or run the other way; tested in mouse RAW 264.7 cells; also: potency is read from the fitted curve at half-maximal effect; nearly all actives have a fitted effect of over 55% in size
PKM2 activator: increases activity of human pyruvate kinase M2 | P14618 | purified PKM2, Kinase-Glo ATP luminescence, activation; response scale: 0% is enzyme alone, no compound | 0.34% of 260,000 active | Potency, µM (series often up to 57.5 µM), inactives show at the top dose activation, actives largely listed as activators; also: potency is read from the fitted curve at half-maximal effect; nearly all actives have a fitted effect of over 55% in size
Target sequence (P14618 whole entry, looked up): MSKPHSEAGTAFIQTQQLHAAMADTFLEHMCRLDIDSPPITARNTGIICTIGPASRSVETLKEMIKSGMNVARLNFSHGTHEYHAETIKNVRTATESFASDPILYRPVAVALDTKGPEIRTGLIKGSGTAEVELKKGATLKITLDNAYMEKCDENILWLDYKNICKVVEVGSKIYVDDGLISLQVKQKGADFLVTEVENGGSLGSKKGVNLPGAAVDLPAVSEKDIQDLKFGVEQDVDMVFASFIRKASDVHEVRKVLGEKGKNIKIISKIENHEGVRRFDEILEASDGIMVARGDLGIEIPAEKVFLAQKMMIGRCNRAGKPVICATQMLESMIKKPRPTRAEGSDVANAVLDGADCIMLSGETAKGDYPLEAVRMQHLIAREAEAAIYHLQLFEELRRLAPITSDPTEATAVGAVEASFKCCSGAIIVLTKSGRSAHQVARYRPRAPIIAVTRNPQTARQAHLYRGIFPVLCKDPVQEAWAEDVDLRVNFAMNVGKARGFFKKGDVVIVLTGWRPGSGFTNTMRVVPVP
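Purified hPK-M2 (>95% pure) converted ADP (0.1 mM final) to ATP with 0.5 mM PEP in 50 mM imidazole pH7.2, KCl, MgCl2, Tween 20, BSA; 1 h at room temperature. ATP detected by Kinase-Glo luminescence.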
USP2a block: blocks human ubiquitin-specific protease USP2a | O75604 | USP2 core, Ub-CHOP2 coupled fluorogenic reporter, 485/531 | Potency, µM (series often up to 38.3 µM), inactives show at the highest dose activity change, negative = inhibition, usual class: inhibitors | 0.01% of 330,000 active | AID 463254;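 also: potency is read from the fitted curve at half-maximal effect; plate controls were DMSO wells for no effect and full inhibition by NEM control for full effect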
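USP2 core (10nM final) preincubated 30min RT with compound in 20mM Tris-HCl pH 8.0, 2mM CaCl2, 2mM beta-mercaptoethanol, 0.05% CHAPS; 25nM Ub-CHOP2 plus 25nM reporter substrate added, fluorescence (Ex485/Em531) read after 60min.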
Coupling enz: coupling enzyme interference in Giardia aldolase counter-screen | coupling enzyme system counterscreen, AmpLite Red fluorescence | activity change, negative = inhibition, % at 58.2 µM, hits read low | 0.67% of 290,000 active | AID 2472; in the data active = activity change below about -30%
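Counterscreen lacking aldolase: glyceraldehyde-3-phosphate coupling-enzyme reagent preincubated 10 min at RT with compound (at 57.5 uM final), then substrate/coupling system with AmpLite Red added; fluorescence read at 525/598 nm after 20 min RT.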
KCNH2 WT inh: inhibitors of human wildtype KCNH2 potassium channel; U2OS, BacMam KCNH2, thallium flux FluxOr; active compounds read low; Q12809; activity change, % at 1.84 µM; 0.37% of 340,000 active;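 active = maximum activity change below -70%; inconclusive = maximum activity change between -70% and -50%; inactive = maximum activity change above -50%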
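U2OS cells were transduced with wild-type KCNH2 virus (2.03 x 10^8 / mL) for 4 h at room temperature, then cultured overnight at 37 C. Thallium flux was read with FluxOr dye. Rate constants were normalized to DMSO controls.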
Eya2 inh: inhibitors of human Eya2 phosphatase activity; 0.006% of 330,000 active; O00167; Potency, µM (titrated, usually from 76.9 µM), without a hit: top-dose activity, negative = inhibition, actives largely listed as inhibitors; recombinant Eya2, OMFP fluorescence dephosphorylation (OMFP is methylfluorescein phosphate); also: potency is read from the fitted curve at half-maximal effect
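Eya2 protein (added as 0.2 uM solution) was preincubated with compound for 10 min at ambient temperature in 50 mM HEPES pH 7.5, 50 mM NaCl, 5 uM MgCl2, 0.05% BSA, 1 mM DTT. OMFP (added at 50 uM) then reacted 10 min; fluorescence read at 485/525 nm.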
GALK inhibitor: inhibitors of human galactokinase; P51570; Purified GALK, Kinase-Glo residual ATP luminescence; Potency, µM (titrated, usually from 57.5 µM), without a hit: at the highest dose activity change, negative = inhibition, most hits filed as inhibitors; 0.007% of 270,000 active; also: potency is read from the fitted curve at half-maximal effect
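Human GALK (5 nM) with 35 uM ATP and 100 uM galactose in 20 mM HEPES pH 8.0, 5 mM MgCl2, 60 mM NaCl, 1 mM DTT, 0.01% BSA. After 1 h at room temperature, leftover ATP was read by Kinase-Glo Plus luminescence.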
Chronic BCR inh: inhibitors of chronic active B-cell receptor signaling. AID 493014. ABC-DLBCL IkBa-CBG/CBR reporter, luminescence ratio, 4 h. 0.05% of 340,000 active. Potency, µM (doses to about 46.1 µM), for the others: at the top dose ratio change, negative = lower green/red ratio, most hits filed as inhibitors; active = well fitted inhibition curve with a large enough effect in the signal ratio, with a control signal flat, not every such curve was filed as active; inconclusive = small, poorly fitted or top-dose-only effect, or effect the other way, or a change in a side signal; the % refers to the signal ratio;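 also: potency is read from the fitted curve at half-maximal effect; plate controls were basal doxycycline-induced cells for no effect and cells given 10 µM MG132 for full effect; MG132 reads +100%, hits lower the ratio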
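Concentration-response series (up to 46 uM) were applied to TMD8 dual-reporter cells for 4 h at 37C with doxycycline. Green/red ratio, after filter-overlap correction, defined %Activity; red signal alone was normalised to basal cells and zero luminescence.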
B2AR arrestin: agonists driving beta-arrestin recruitment to human beta2-adrenergic receptor. beta-arrestin recruitment to beta2AR, cell-based reporter. Potency, µM (series often up to 46.1 µM), inactives show at the top dose activation, most hits filed as activators. 0.02% of 330,000 active;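 also: potency is read from the fitted curve at half-maximal effect; 0% = DMSO controls and full agonism = EC100 isoproterenol or metaproterenol; nearly all actives have a fitted effect of over 65% in size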
Target sequence (P07550 whole entry, looked up): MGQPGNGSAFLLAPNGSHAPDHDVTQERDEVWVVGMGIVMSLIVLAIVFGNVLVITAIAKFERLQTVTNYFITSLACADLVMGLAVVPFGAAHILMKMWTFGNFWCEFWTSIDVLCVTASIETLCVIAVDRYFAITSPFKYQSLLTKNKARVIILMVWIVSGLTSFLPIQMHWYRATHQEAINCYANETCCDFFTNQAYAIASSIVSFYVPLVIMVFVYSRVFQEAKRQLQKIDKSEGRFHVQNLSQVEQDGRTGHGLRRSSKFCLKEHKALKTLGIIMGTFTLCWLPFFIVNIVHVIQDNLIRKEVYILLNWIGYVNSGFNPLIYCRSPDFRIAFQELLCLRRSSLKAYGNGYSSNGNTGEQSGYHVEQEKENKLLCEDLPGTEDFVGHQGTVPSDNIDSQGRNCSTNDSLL
Giardia killer: Giardia lamblia killing; activity change, % at 7.66 µM, hits read low; 0.15% of 340,000 active; AID 540267; Giardia lamblia trophozoite viability; in the data active = activity change below about -80%; inconclusive = between about -30% and that limit;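 also: parasites exposed to compound for two days anaerobically before the ATP read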
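Luminescent ATP signal served as the viability read-out, measured 15-30 min after adding ATP detection reagent to trophozoites that had been incubated with compounds for 48 hrs at 37 deg C anaerobically at 100 cells/well.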
KCNH2 3.1 block: KCNH2 3.1 (human) potassium channel inhibition; 0.95% of 340,000 active; U2OS KCNH2 3.1, thallium flux FluxOr; active compounds read low; activity change, % (tested at about 1.8 µM); AID 720553;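 active = maximum activity change below -70%; inconclusive = maximum activity change from -70% to -50%; inactive = maximum activity change above -50%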;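 also: thallium influx rate constant from kinetic fluorescence after stimulation buffer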
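Channel expression came from 3.1 mutant virus (1.77 x 10^8 /mL) applied to suspended U2OS cells for 4 h. Flux was tracked with FluxOr dye plus Red40 quencher, and kinetic rate constants normalized to controls.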
Starred values were filed as active, the others as inactive; u = inconclusive; x = no result given; [ ] = dose if it differs, or a comment. Unless noted, calls follow the shape of the dose curve; as a rule, active = well fitted curve in the direction sought with a large enough effect; inconclusive = small, poorly fitted or top-dose-only effect, or another doubt; inactive = no such curve, though single readings can be large; an effect the other way counts as inactive or inconclusive. Unless noted, % is scaled to controls: 0 for no effect and ±100 for the full control effect.

cpd	mol	uPA surface inh	PKM2 activator	USP2a block	Coupling enz	KCNH2 WT inh	Eya2 inh	GALK inhibitor	Chronic BCR inh	B2AR arrestin	Giardia killer	KCNH2 3.1 block
1	Cc1ccc(NC(=O)CCC(=O)NNC(=O)c2ccco2)cc1C	2%	4%	5%	1	-5	-7%	x	5%	0.5%	4	-6
2	Cc1cccc(NCC(=O)N/N=C\c2c[nH]c3ccccc23)c1	-11%	29%	3%	-2	-2	8%	-2%	-5%	-0.2%	1	28
3	COc1ccc(S(=O)(=O)Oc2cccc(/C=N/N=C3/NC(=O)C(CC(=O)O)S3)c2)cc1 (stereo not given)	-2%	-6%	-1%	-24	-3	0%	0%	-8%	-0.3%	-8	-16
4	C=C1c2cc(C)ccc2NC(=O)N1c1ccccc1	0%	0%	3%	0	0	-1%	x	-14%	-0.5%	2	0
5	CCOC(=O)N1CCN(CCC(=O)Nc2cccc(C)c2)CC1	-4%	-7%	-3%	0	-3	2%	-3%	-2%	-0.2%	4	1
6	CCOC(=O)c1c(C)[nH]c(C(=O)NNC(=O)c2ccccc2F)c1C	1%	x	1%	x	-7	2%	x	4%	-0.4%	2	9
7	Cc1c(C)n(Cc2ccccc2)c2ncnc(NCCO)c12	-1%	x	1%	1	40	-6%	x	-2%	-1.0%	6	-2
8	O=C(O)c1ccc2noc(-c3ccccc3)c2c1	2%	2%	1%	12	-3	17%	0%	u	-0.1%	-20	-3

Record cards (already shown). Order of screens: uPA surface inh | PKM2 activator | USP2a block | Coupling enz | KCNH2 WT inh | Eya2 inh | GALK inhibitor | Chronic BCR inh | B2AR arrestin | Giardia killer | KCNH2 3.1 block
O=C(O)c1ccc2noc(-c3ccccc3)c2c1 reads 2% | 2% | 1% | 12 | -3 | 17% | 0% | u | -0.1% | -20 | -3
C=C1c2cc(C)ccc2NC(=O)N1c1ccccc1 reads 0% | 0% | 3% | 0 | 0 | -1% | x | -14% | -0.5% | 2 | 0

Continuation.
cpd	mol	uPA surface inh	PKM2 activator	USP2a block	Coupling enz	KCNH2 WT inh	Eya2 inh	GALK inhibitor	Chronic BCR inh	B2AR arrestin	Giardia killer	KCNH2 3.1 block
9	COC(=O)NNS(=O)(=O)c1ccc(C)cc1	7%	-1%	1%	1	11	4%	x	6%	0.2%	-18	x
10	Cc1cc(C(=O)Nc2c(F)cc(F)cc2Br)no1	x	9%	2%	3	-4	1%	0%	5%	-1.2%	-6	8
11	S=c1nc(-c2ccccc2)n(CCCn2ccnc2)c2c1CCCC2	2%	-9%	-1%	-2	-10	0%	2%	4%	-0.1%	3	4
12	O=C(CN1C(=O)NC2(CCCCCCC2)C1=O)NCc1ccccc1	6%	x	2%	x	-2	-33%	x	2%	0.2%	-11	0
13	O=C(c1ccc([N+](=O)[O-])cc1)N1CCSC1c1cccc(Cl)c1 (stereo not given)	3%	-9%	-2%	1	0	-8%	0%	6%	0.0%	-9	-6
14	O=S(=O)(NCc1ccco1)N1CCOCC1	0%	-9%	-2%	-4	1	-27%	0%	1%	-0.5%	-10	-12
15	COC(=O)c1sc(NC(=S)NC(=O)c2ccc(F)cc2)nc1C	x	5%	1%	5	x	-9%	-3%	0%	0.0%	x	x
16	Cc1[nH]c2ccccc2c1[C@H]1[C@@H](CC#N)C1(C)C	5%	20%	1%	-46*	-2	-22%	-2%	-5%	-0.1%	12	-19
17	CC(C)C(c1nnnn1C1CCCC1)N1CCc2ccccc21 (stereo not given)	7%	0%	-1%	-1	7	-6%	-1%	-1%	-0.1%	4	3
18	O=[N+]([O-])c1ccc(Oc2ccc(Oc3ccc(C(F)(F)F)cn3)cc2)nc1	-12%	1%	1%	-4	-7	-7%	1%	9%	-0.5%	-12	13
19	Cc1ccc(NCC(=O)N2CCN(S(=O)(=O)c3ccccc3)CC2)cc1F	8%	x	0%	x	0	3%	x	5%	0.0%	-4	5
20	N#Cc1cc2c(nc1SCC(=O)N1CCCCC1)CCCCC2	0%	1%	x	1	-4	x	-1%	x	x	-20	0
21	O=C1OC(COc2ccc(Br)cc2)CN1c1ccccc1 (stereo not given)	1%	-1%	0%	-1	3	-3%	-2%	3%	-0.9%	-6	-6
22	COc1ccc(NC(=O)c2ccc(S(=O)(=O)N(C)c3ccccc3)cc2)cn1	-14%	-1%	5%	5	-2	-8%	-2%	u	-0.3%	-10	9
23	CCCCC(=O)NC(=S)Nc1ccccc1N1CCCCC1	3%	-6%	-1%	1	-2	-15%	1%	2%	-0.3%	10	8
24	COC(=O)c1cccc(NC(=O)c2ccc(OC)c(Cl)c2)c1	-9%	3%	0%	-6	-13	5%	0%	u	0.0%	-12	-18

Look-ups from the results shown.
Under Chronic BCR inh, O=C(CN1C(=O)NC2(CCCCCCC2)C1=O)NCc1ccccc1 has 2%
Under Chronic BCR inh, CCOC(=O)c1c(C)[nH]c(C(=O)NNC(=O)c2ccccc2F)c1C has 4%
Under USP2a block, O=[N+]([O-])c1ccc(Oc2ccc(Oc3ccc(C(F)(F)F)cn3)cc2)nc1 has 1%
Under Chronic BCR inh, Cc1cccc(NCC(=O)N/N=C\c2c[nH]c3ccccc23)c1 has -5%

Continuation.
cpd	mol	uPA surface inh	PKM2 activator	USP2a block	Coupling enz	KCNH2 WT inh	Eya2 inh	GALK inhibitor	Chronic BCR inh	B2AR arrestin	Giardia killer	KCNH2 3.1 block
25	CN(Cc1ccccc1)S(=O)(=O)c1ccc2[nH]c(=O)ccc2c1	1%	3%	0%	2	-4	-8%	x	-14%	-0.2%	43[activator]	-2
26	COc1cccc(C(=O)NC2CCN(C(=O)N3c4ccccc4Sc4ccccc43)CC2)c1	-21%	-8%	-8%	-1	8	-29%	1%	-14%	0.2%	-11	2
27	O=C(O)c1ccc(/C=N/N2CCN(Cc3ccc(Cl)cc3)CC2)cc1	-3%	-9%	1%	4	12	3%	-1%	-1%	0.1%	-12	0
28	O=S(=O)(Nc1ccc(F)cc1)c1ccc(NS(=O)(=O)c2cccs2)cc1	2%	10%	-4%	0	2	-1%	-2%	0%	0.0%	15	-4
29	CC(C)(C)NC(=O)CCSc1nnc(-c2ccco2)o1	2%	x	0%	1	-6	-5%	7%	1%	-0.7%	19	-4
30	Cc1ccc(S(=O)(=O)N2CCCCC2)cc1NC(=O)C1CC(=O)N(Cc2ccco2)C1 (stereo not given)	3%	x	0%	x	14	3%	x	8%	0.3%	-29	10
31	CCN1CCCc2cc(CN(CCN3CCOCC3)C(=S)Nc3cccc(C)c3)ccc21	-3%	-2%	-3%	-1	-7	-5%	0%	4%	-0.3%	-9	2
32	CCc1ccc(NC(=O)CSc2nnnn2-c2cccnc2)cc1	8%	5%	-3%	0	-1	15%	-2%	-15%	0.3%	7	0
33	COC(=O)/C=C/c1ccccc1CN1[C@@H](CC(=O)OC)c2ccccc2S1(=O)=O	2%	x	-1%	x	6	6%	x	0%	0.0%	22	-10
34	CCCCC(=O)N(Cc1nc2sc(C)c(C)c2c(=O)[nH]1)C1CCCC1	2%	-19%	-4%	-5	-5	-20%	6%	-9%	0.3%	1	1
35	N#Cc1nc(-c2ccco2)oc1NCc1ccc(F)cc1	0%	2%	4%	0	-28	-3%	-4%	3%	0.3%	-14	25
36	COc1ccc(S(=O)(=O)N2CCCCC2)cc1NC(=O)Cn1cnc2c1c(=O)n(C)c(=O)n2C	2%	x	5%	x	5	7%	x	u	-0.5%	-13	-4
37	Cc1ccnc(SCC(=O)N2CCc3ccccc32)n1	-4%	x	-1%	0	5	19%	7%	2%	0.5%	0	-8
38	CCOC(=O)N1CCC(Nc2c(-c3ccc(C)c(C)c3)c(=O)c2=O)CC1	0%	0%	-1%	2	4	6%	-2%	-8%	-0.8%	-16	-2
39	O=C(NCCn1cccn1)C1CCC(=O)N(CC2CCCCC2)C1 (stereo not given)	-2%	0%	0%	x	-2	-2%	0%	-4%	0.3%	0	-2
40	O=c1/c(=C/c2cn(-c3ccccc3)nc2-c2ccc(F)cc2)sc2nc3ccccc3n12	x	-3%	4%	1	x	-1%	2%	0%	-0.3%	x	x
41	CCC(C)NC(=O)CN1C(=O)NC2(CCc3ccccc3C2)C1=O (stereo not given)	3%	-5%	1%	-1	0	0%	-1%	3%	0.3%	-24	-77*
